# Runt-CBFb FRET: inhibitors of RUNX1 Runt–CBFb binding, primary screen, biochemical, FRET, Cerulean-Runt, Venus-CBFb, uHTS. Runt-related transcription factor 1 (Homo sapiens) + Core-binding factor subunit beta …. Cerulean-Runt/Venus-CBFb FRET ratio 530/480, 1 h. inhibition, % at 20 µM. 220,000 tested, 0.46% active;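 active = inhibition over about 50% at 20 µM in the single-dose screen, limit read from the data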;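 note: 0% = DMSO wells and 100% = excess unlabeled CBFb competitor control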
#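 Measured by: fluorescence energy transfer, 422 nm excitation, 530/480 nm emission; test system: Cerulean-tagged RUNX1 Runt domain (FRET donor) fusion protein; buffer or medium: Tris pH 7.5 buffer with BSA; compound: one dose, 20 µM compound, 1% DMSO; times: two 1 h room-temperature incubations shielded from light; benchmarks: unlabeled CBFb 5 µM, positive control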
# RBBP9 inh: human RBBP9 inhibitors, primary screen, biochemical, fluorescence polarization, FP-Rh probe, HTS; inhibition, % at 7.94 µM; 220,000 tested, 0.2% active; recombinant RBBP9;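 active = inhibition above the campaign mean of all tested compounds plus 3 SD, cut at about 14% in these data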;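 note: plate controls were DMSO wells with RBBP9 for no effect and wells lacking RBBP9 protein for full effect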
# Target sequence (O75884 whole entry, looked up): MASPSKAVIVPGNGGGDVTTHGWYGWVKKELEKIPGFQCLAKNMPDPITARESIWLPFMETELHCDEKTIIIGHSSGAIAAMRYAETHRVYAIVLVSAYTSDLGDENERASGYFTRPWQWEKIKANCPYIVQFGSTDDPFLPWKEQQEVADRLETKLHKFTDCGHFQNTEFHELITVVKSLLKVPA
#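 Test system: recombinant human RBBP9. Quantity: 2.5 µM RBBP9 dispensing solution, before mixing. Detection: FP readout at 525/598 nm. Reagent: Serine-hydrolase probe FP-Rh, 375 nM pre-mixing. Measure: % inhibition. Control set: DMSO-treated enzyme wells and wells lacking RBBP9. Buffer or medium: Tris-NaCl-Pluronic buffer, pH 8.0. Times: preincubation 30 min plus labeling 45 min at 25 °C.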
# S1P4 agonist: S1P4 receptor agonists, primary screen, cell-based; 220,000 tested, 0.35% active; AID 1509, 2009; S1P4-expressing cell line, agonist reporter assay; activation, % at 4.98 µM; Sphingosine 1-phosphate receptor 4 (Homo sapiens), O95977; in the data active = activation above about 11%;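 note: 0% = DMSO vehicle and 100% = reference agonist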
# BaF3 tox: parental Ba/F3 cell viability inhibition, counter-screen for JAK2V617F inhibitor project, murine pro-B, CellTiter-Glo luminescence; CellTiter-Glo ATP luminescence; inhibition, % at 5.6 µM; 220,000 tested, 1.1% active; AID 1486, 2009;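 active = inhibition above a per-campaign cutoff, the mean inhibition of all tested compounds plus 3 SD, cut at about 27% in these data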;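 note: 0% = DMSO wells and 100% = JAK Inhibitor I control wells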
# NPY Y1 blocker: NPY-Y1 receptor antagonists, primary screen, cell-based | Neuropeptide Y receptor type 1 (Homo sapiens), P25929 | HEK293-CNG Y1 cells, membrane potential fluorescence; NPY at EC95, then isoproterenol | inhibition, % at 3.6 µM | 200,000 tested, 1% active | AID 1040, 2008;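 active = inhibition above the campaign mean inhibition of all tested compounds plus 3 SD, cut at about 20% in these data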;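 note: 0% = DMSO wells given NPY plus isoproterenol and 100% = isoproterenol alone without NPY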
# Target sequence (P25929 whole entry, looked up): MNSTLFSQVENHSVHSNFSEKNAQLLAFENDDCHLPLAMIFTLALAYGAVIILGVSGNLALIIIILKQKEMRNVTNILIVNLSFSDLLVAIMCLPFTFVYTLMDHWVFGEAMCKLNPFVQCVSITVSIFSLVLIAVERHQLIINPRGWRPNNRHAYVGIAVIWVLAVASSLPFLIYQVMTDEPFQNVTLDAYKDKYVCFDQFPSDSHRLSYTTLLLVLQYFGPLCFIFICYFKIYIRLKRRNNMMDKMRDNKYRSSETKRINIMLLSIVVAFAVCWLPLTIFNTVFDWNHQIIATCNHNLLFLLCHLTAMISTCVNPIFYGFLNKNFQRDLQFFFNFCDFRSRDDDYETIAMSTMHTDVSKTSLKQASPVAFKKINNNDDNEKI
#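 Material: Y1- and CNG-channel-expressing HEK293 cells / Probe or stimulus: NPY 25 nM then isoproterenol 1 µM plus Ro 20-1724 25 µM / Doses: 3.6 µM single dose, DMSO 0.4% / Schedule: compound incubation 1 h at room temperature, readout 45 min post-stimulation / Signal: membrane potential fluorescence / Benchmarks: isoproterenol-only wells as full block versus NPY-plus-isoproterenol wells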
# S1P4 antagonist: S1P4 receptor antagonists, primary screen, cell-based | Sphingosine 1-phosphate receptor 4 (Homo sapiens), O95977 | S1P4-expressing cells, antagonist mode, reporter read-out | inhibition, % at 4.98 µM | 220,000 tested, 0.26% active; in the data active = inhibition above about 29%;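 note: 0% = wells stimulated with agonist and 100% = vehicle wells without agonist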
# NPY-Y2 PAM-ag: NPY-Y2 potentiators or agonists, primary screen, cell-based; cells expressing NPY-Y2, potentiator/agonist read-out; activation, % at 3.6 µM; 220,000 tested, 0.45% active; AID 1359, 2008; in the data active = activation above about 27%;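 note: cells stimulated with NPY near EC25 plus isoproterenol at EC100; 0% = vehicle plus submaximal agonist and 100% = vehicle plus saturating agonist; some results beyond the cut were filed as inactive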
# Target sequence (P49146 whole entry, looked up): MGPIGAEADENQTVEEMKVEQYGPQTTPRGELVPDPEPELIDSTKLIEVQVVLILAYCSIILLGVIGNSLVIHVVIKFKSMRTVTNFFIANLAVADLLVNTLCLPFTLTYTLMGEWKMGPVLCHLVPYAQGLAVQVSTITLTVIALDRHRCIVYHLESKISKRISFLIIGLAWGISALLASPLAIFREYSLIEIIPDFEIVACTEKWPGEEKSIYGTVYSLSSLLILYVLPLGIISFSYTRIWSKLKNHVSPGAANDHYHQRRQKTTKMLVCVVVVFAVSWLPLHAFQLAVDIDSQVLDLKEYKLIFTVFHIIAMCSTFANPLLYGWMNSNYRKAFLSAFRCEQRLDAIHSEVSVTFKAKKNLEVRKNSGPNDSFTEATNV
# Ba/F3 V617F tox: reduced viability of JAK2V617F-dependent Ba/F3 cells, primary screen, JAK2V617F inhibitor project, cell-based, Ba/F3 EpoR-JAK2V617F, luminescence | ATP luminescence | inhibition, % at 5.6 µM | 220,000 tested, 1.1% active | AID 1446, 2008;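 active = inhibition above the campaign mean plus 3 SD over all tested compounds, cut at about 24% in these data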;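 note: cytokine-independent growth of Ba/F3 cells driven by EpoR plus mutant JAK2; 0% = DMSO-treated cells and 100% = JAK inhibitor I control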
# NPY-Y1 PAM-ag: NPY-Y1 receptor potentiators or agonists, primary screen, cell-based; 220,000 tested, 0.37% active; AID 1304, 2008; NPY-Y1 expressing cells, potentiator/agonist activation; activation, % at 3.6 µM; in the data active = activation above about 33%, passing the limit was not always enough;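 note: cells stimulated with NPY at EC10 then isoproterenol at EC100; 0% = low agonist plus stimulus and 100% = saturating agonist plus stimulus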
# * marks the source's active call; other numbers are inactive results; x = not tested or not shown.
# Values run as follows: Runt-CBFb FRET	RBBP9 inh	S1P4 agonist	BaF3 tox	NPY Y1 blocker	S1P4 antagonist	NPY-Y2 PAM-ag	Ba/F3 V617F tox	NPY-Y1 PAM-ag
CC(=O)Nc1ccc(S(=O)(=O)NCc2csc(-c3cccnc3)n2)cc1
    1	-5	-1.7	2	-1	-4	3	0	-34
CCOC(=O)C1(Cc2ccc(OC)cc2)CCN(C(=O)[C@@H]2CCCN2C(C)=O)CC1
    2	3	-0.5	-2	x	1	-11	2	5
O=C(CC1Oc2ccccc2NC1=O)NC1CCCC1 (centres undefined)
    -2	-5	0.0	1	-5	-20	10	2	-5
Cc1ccc(CSc2nnc(-c3ccc4c(c3)OCO4)o2)cc1
    -6	-4	0.4	2	14	1	-1	-2	-8
CCOc1ccc(C(Nc2cccnc2)c2cc(Cl)c3cccnc3c2O)cc1 (centres undefined)
    33	-2	1.2	10	9	3	-6	3	-5
C=CCOC(=O)c1[nH]c2c(c1C)C(=O)CC(c1cc(OC)c(OC)c(OC)c1)C2 (centres undefined)
    -6	-9	1.1	44*	-4	-6	11	41*	11
O=C(N/N=C/c1ccco1)c1cc(C2CC2)nc2ccccc12
    1	-1	2.7	3	3	-14	2	1	-15
COCCn1c(SCC(=O)c2ccc3c(c2)OCCO3)nnc1C(C)C
    2	-4	0.6	1	4	-19	-6	0	6
CC(C)CC(NC(=O)C(CO)NC(=O)C1CCC(=O)N1)C(N)=O (centres undefined)
    -1	-11	0.2	2	-2	-9	-2	-2	2
Cc1ccc(N2CCN(C(=O)CNS(=O)(=O)c3ccc(Br)s3)CC2C)cc1 (centres undefined)
    -4	-8	-0.2	4	-3	10	2	2	10
CC(C)(C)Cc1nnc(NC(=O)CN2C(=O)c3ccccc3C2=O)s1
    3	0	-2.3	11	2	3	-12	-1	-7
CC(=O)c1nc2ccccc2n1CCc1ccccc1
    -2	-7	-1.9	5	7	-8	3	1	11
Cc1ccc(C)c(OCC(O)CN2CCCCC2C)c1 (centres undefined)
    1	-1	0.3	3	-10	-14	80*	2	101*
O=C(COc1ccccc1)OC(C(=O)c1ccccc1)c1ccccc1 (centres undefined)
    -1	-4	-0.8	4	3	-10	-7	-5	7
Cc1nnc(SCCN2CCOCC2)c2nn(-c3ccccc3F)c(C)c12
    0	5	-0.6	4	3	-13	-10	0	-11
CCOC(=O)c1cccc(NC(=O)N2CCOCC2)c1
    1	-7	0.1	4	4	-10	-1	-3	5
O=C(Nc1ccccc1)Nc1nnc(-c2ccccc2)o1
    0	-9	-1.5	0	2	-4	-18	-1	-6
O=C(COC(=O)c1ccco1)Nc1ccc(Br)cc1
    -1	-3	0.0	2	5	2	-1	3	-11
CCCC(C)n1[nH]c(=O)cc1N (centres undefined)
    -1	-7	0.1	-2	4	19	-9	0	18
c1cn2cc(CN3CCOCC3)nc2s1
    -2	-2	-3.5	1	-6	-4	1	0	7
CCCS(=O)(=O)N1CCCC(C(=O)N2CCC(Cc3ccccc3)CC2)C1 (centres undefined)
    -2	-5	-1.3	5	-4	-6	-3	4	18
Cc1ccnc(NS(=O)(=O)c2ccc(N3C(=O)c4c(Cl)c(Cl)c(Cl)c(Cl)c4C3=O)cc2)n1
    -2	0	-0.7	8	6	-8	-14	1	-2
CCn1c(-c2nn(C)cc2Cl)n[nH]c1=S
    7	-4	0.9	11	7	-18	-16	2	-19
CC(=O)COc1ccc2c3c(c(=O)oc2c1)CCCC3
    21	-5	1.0	3	3	3	-9	-3	-7
Cc1cc(Cl)ccc1OCC(=O)NCCCCc1ccccc1
    -4	4	4.1	10	11	-14	-16	-1	-2
O=C(CCCc1cccs1)Nc1nccs1
    -1	-3	1.2	0	3	0	6	3	-7
NC(=O)NC(=O)CSc1nc(-c2ccccc2)c(-c2ccccc2)n1CC1CCCO1 (centres undefined)
    1	1	-4.6	5	2	-11	-2	-5	26
CCCNC(=O)c1n[nH]c(=O)c2ccccc12
    -2	-5	0.7	5	13	6	-9	0	-16
CCCCn1nc(C(=O)Nc2ccc(S(=O)(=O)Nc3ncccn3)cc2)c2ccccc2c1=O
    -2	4	0.3	5	0	3	-7	0	17
O=C(CSc1nc2ccccc2c(=O)n1-c1cccc(C(F)(F)F)c1)NC1CC1
    0	-2	-1.6	6	6	-6	-1	-2	-19

# Continuation.
# Values run as follows: Runt-CBFb FRET	RBBP9 inh	S1P4 agonist	BaF3 tox	NPY Y1 blocker	S1P4 antagonist	NPY-Y2 PAM-ag	Ba/F3 V617F tox	NPY-Y1 PAM-ag
CCOC(=S)N/C(=N\S(=O)(=O)c1ccccc1)c1ccccc1
    3	9	-0.6	8	-3	0	-12	6	4
CC1=Nc2ccccc2N=C(NC(=O)CSC(=S)N2CCN(C)CC2)C1c1ccccc1 (centres undefined)
    -3	-4	0.4	0	x	9	-8	-1	2
C=CCN1C=CC=C/C1=C1\SC(=S)N(C)C1=O
    -1	-12	-0.8	3	-2	17	-7	-1	-1
COC(=O)Cn1nnc2c(cnn2-c2ccccc2)c1=O
    1	-11	0.4	4	8	-12	4	1	11
COc1ccccc1-c1nnc(SCC(=O)Nc2c(Cl)cccc2Cl)o1
    1	2	2.5	2	4	-6	-17	2	5
C/C(=N\NC(=O)c1cc(Br)ccc1O)c1cccs1
    0	-1	0.5	5	2	-18	3	-2	5
CN(C)c1ccc(C(=S)N2CCCCC2)cc1Br
    0	-3	-0.1	8	-3	-12	2	2	-8
C=C(C)CSc1nnc2n(N)c(=O)c3ccccc3n12
    1	3	-1.4	4	-2	-6	-4	-3	15
COc1cccc(C(=O)CN2CCC(NC(=O)NC3CCCCC3)CC2)c1
    2	-4	2.7	2	1	-15	6	2	9
O=C1CC(c2ccc(F)cc2)CC(O)=C1C1NCCc2ccccc21 (centres undefined)
    0	-7	0.5	6	1	-6	3	-1	17
Cc1cc(C)nc(NS(=O)(=O)c2ccc(N/C=C3\CCCC3=O)cc2)n1
    -1	0	-0.9	4	4	-24	6	-2	-19
O=C(/C=C/c1ccc(Cl)cc1Cl)NC(=S)Nc1ccc(CN2CCOCC2)cc1
    -2	1	3.7	3	5	-8	2	0	-5
CC(C)c1ccc(-c2nc(N3CCCCCC3)nc3n[nH]c(N)c23)cc1
    -2	-5	-1.7	3	4	-7	-5	-1	3
Cn1ccc(=S)c2ccccc21
    1	-2	1.9	-2	-4	-11	0	-7	23
O=C(COc1ccc(Cl)cc1Cl)Nc1nc2n(n1)C(c1ccccc1)CC(=O)N2 (centres undefined)
    -5	0	3.1	-2	1	0	-7	-1	-12
O=C(OCC#CCSc1nnc(-c2ccc([N+](=O)[O-])cc2)o1)c1cccs1
    2	-1	-2.6	5	6	8	7	-2	-19
COc1ccc(F)c(C2C(C#N)=C(N)Oc3n[nH]c(C(C)(C)C)c32)c1 (centres undefined)
    -2	-2	-3.4	4	-9	1	7	5	15
CC(=O)Nc1ccc(Nc2cc(C)nc3c(-c4ccc(Cl)cc4)c(C)nn23)cc1
    0	-7	-0.7	2	-5	-14	2	0	23
COC(=O)Nc1nnc(-c2ccncc2)s1
    2	2	-1.6	0	7	-7	14	-3	-16
CCN1CCCC1CNC(=O)Cn1cccc1C(=O)c1ccccc1C (centres undefined)
    2	3	0.6	-1	3	-10	0	-1	-20
CCOc1ccc(NC(=S)N(CCc2c(C)[nH]c3ccc(C)cc23)Cc2cccnc2)cc1
    1	-9	0.3	1	-2	0	6	-4	13
COc1ccc(-n2c(=S)[nH]c3ccccc32)cc1
    7	-14	-1.1	3	-2	8	-1	-2	21
Cc1ccc(NC(=O)CSc2nnc(CNC(=O)c3cccs3)o2)cc1
    -1	-10	0.5	4	3	-4	7	-1	3
N#C/C(=C/c1ccc(N2CCCCCC2)o1)c1ccc(Cl)cc1
    28	-10	0.7	-1	1	2	-14	1	19
Cn1ccc(=NC=C(C#N)C#N)c2ccccc21
    4	-2	-1.5	9	0	-8	6	2	16
Cc1ccc(Oc2ncccc2CO)cc1
    1	-5	-1.3	0	0	-2	-9	-4	-8
Clc1cncc(Cl)c1NNc1c2ccccc2nc2ccccc12
    128*	4	5.1	8	-2	-8	-12	0	-32
O=Nc1c(O)[nH]c2ccc(Cl)cc12
    1	15*	-1.6	6	7	-3	0	4	-3
Cc1cc(O)c(C2=Nc3ccccc3SC(c3ccc(Cl)cc3)C2)c(=O)o1 (centres undefined)
    41	-4	0.7	2	10	-11	-7	-2	6
CCOC(=O)n1c(=O)[nH]c2ccc(Br)cc21
    -2	-9	2.0	8	8	-17	-3	2	-1

# Carrying on.
# Values run as follows: Runt-CBFb FRET	RBBP9 inh	S1P4 agonist	BaF3 tox	NPY Y1 blocker	S1P4 antagonist	NPY-Y2 PAM-ag	Ba/F3 V617F tox	NPY-Y1 PAM-ag
CC1CC(C)CN(S(=O)(=O)c2ccc3c(c2)oc(=O)n3CC(=O)N2CCOCC2)C1 (centres undefined)
    1	-7	2.9	3	-1	-18	-12	-3	4
CCCCNC(=S)N1CCn2cccc2C1c1ccc(F)cc1 (centres undefined)
    0	-6	0.4	1	7	-19	-1	0	-2
COC(=O)c1ccc(Cn2cc(Cl)cn2)o1
    -2	-6	2.2	0	x	-10	-2	-2	22
COc1ccc(OC)c2c(C)c(C)[nH]c12
    25	5	-0.7	2	x	-3	-23	-5	7
CCOc1ccc2c(c1)OC(c1ccccc1)(C(F)(F)F)NC2=O (centres undefined)
    -2	-2	0.8	7	1	-13	-3	-4	-9
O=C(CCc1nc2ccccc2c(=O)[nH]1)OCC(=O)c1cccc(Cl)c1
    -3	-5	0.8	6	3	-38	-3	-1	-1
COC(=O)c1sc2ccccc2c1NC(=O)c1ccc(S(=O)(=O)N2CCC(C)CC2)cc1
    3	8	-0.8	0	12	6	0	-4	-14
O=C(NC(=S)Nc1cccc2c(O)cccc12)c1cccc(Br)c1
    25	-3	1.4	0	x	16	-15	-2	-12
O=[N+]([O-])c1ccc(N2CCCCC2)cc1NCCOc1ccccc1
    -1	-10	1.1	7	5	-20	6	2	4

# Source: PubChem (several laboratories)
